From PubChem
p53ts 32C tox: qHTS Screen for Compounds that Selectively Target Cancer Cells with p53 Mutations: Cytotoxicity of p53ts Cells at the Permissive Temperature | H1299-p53A138V at 32C, ATP luminescence viability, 24 h | Potency, µM (series often up to 46.1 µM), inactives show top-dose activity change, negative = cytotoxicity, most hits filed as cytotoxic | AID 924, 2007 | 130,000 compounds, 0.93% hits;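 note: 0% = DMSO and -100% = full killing by reference compound; nearly all actives have a fitted effect of over 55% in size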
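H1299-p53 A138V cells (temperature-sensitive p53) exposed 24 h to up to 46 uM compound at 32C, where p53 is wild-type in conformation. Viability read as ATP luminescence and normalised to DMSO and 100 uM tamoxifen. AC50 fitted with the Hill equation.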
Peg3 imprint: qHTS Assay for Compounds that Induce Erasure of Genomic Imprints | mouse ES Peg3-LacZ reporter, beta-gal luminescence, 40 h | AID 1948, 2009 | Potency, µM (highest dose often 60.7 µM), for the others: at the highest dose activity change, positive = activation, usual class: activators | 110,000 compounds, 0.02% hits;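 note: 0% = negative control wells on the plate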
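Imprint erasure is scored as LacZ activity from the silenced maternal Peg3 allele in feeder-free female ES cells cultured 40 h with LIF. Luminescence is normalized to in-plate negative controls and fitted to the Hill equation.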
p53ts 39C tox: qHTS Screen for Compounds that Selectively Target Cancer Cells with p53 Mutations: Cytotoxicity of p53ts Cells at the Nonpermissive Temperature. H1299-p53A138V viability at 39C, ATP luminescence, 24 h. Potency, µM (titrated, usually from 46.1 µM), for inactives: at the highest dose activity change, negative = cell killing, hits mostly cytotoxic. 130,000 compounds, 1.5% hits; note: nearly all actives have a fitted effect of over 55% in size
IkB sig inh: IkB Signaling; Potency, µM (series often up to 57.1 µM), for the others: at the top dose IkBa stabilization activation; 110,000 compounds, 0.04% hits; ABC-DLBCL IkBa-CBG/CBR dual luciferase ratio, 4 h; response scale: scaled: untreated 0%, proteasome inhibitor 100%; active = well fitted curve in the direction sought with a large enough effect in the signal ratio, not every such curve was filed as active; inconclusive = small, poorly fitted or top-dose-only effect, or a change in a side signal; the % refers to the signal ratio;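 note: the direction sought is a rising ratio; 0% = basal untreated cells and 100% = reference inhibitor full response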
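Curves were fitted separately to fusion (green), unfused (red) and ratio luminescence, then classed by r2, magnitude and activity. Cells: OCI-Ly3, 4 h compound plus doxycycline at 37C; 10 uM MG-132 defined full response.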
Active calls of the source: *; ? = inconclusive; . = not tested or not shown; [ ] = another dose, or the depositor's remark. Unless noted, calls come from the whole dose curve; as a rule, active = well fitted curve in the direction sought with a large enough effect; inconclusive = small, poorly fitted or top-dose-only effect, or another doubt; inactive = no such curve, though single readings can be large; an effect the other way counts as inactive or inconclusive. Unless noted, % is set by controls: 0 for no effect and ±100 for the full control effect; potency is the fitted concentration of half-maximal effect.

smiles	Peg3 imprint	p53ts 32C tox	p53ts 39C tox	IkB sig inh
COc1ccc(CCNC(=O)c2ccc3c(Cl)c4c(nc3c2)CCCC4)c(OC)c1	-12%[10.9 µM]	7%	-20%	1.5%
COc1cc(NC(=O)c2nccnc2C(=O)O)cc(OC)c1	-55%[inhibitor]	12%	6%	0.8%
COc1cccc(NC(=O)CSc2nc3cc(OC)c(OC)cc3c3nc(-c4ccccc4)nn23)c1	-17%[10.9 µM]	6%	21%	?
Cc1ccc(C)c(Cn2c(=O)n(-c3ccccc3)c(=O)c3c4c(sc32)CCCC4)c1	11%[10.9 µM]	5%	-8%	1.5%
COc1ccc(C(CC(=O)Nc2ccccn2)N2Cc3ccccc3C2=O)cc1OC (configuration not stated)	-5%[10.9 µM]	1%	-1%	-1.3%
CCc1ccc(NC(=O)Cn2ccn(Cc3ccccc3OC)c(=O)c2=O)cc1	-9%[10.9 µM]	4%	-13%	1.4%
COC(=O)CCN(C)CCC(=O)OC	-8%	-10%	13%	-0.1%
O=c1cc(Nc2ccc3c(c2)OCCO3)[nH]c(=O)n1Cc1ccc(F)cc1	-9%	2%	32%[activator]	0.7%
COc1ccc(-n2ncc(C(=O)N3CCN(c4cc(C)ccc4C)CC3)c2C2CCN(C(=O)OC(C)(C)C)CC2)cc1	-3%[10.9 µM]	5%	13%	?
Cc1ccc(C)c2[nH]c(=O)c(CCNC(=O)CC(C)C)cc12	-6%	6%	12%	-2.5%
COc1cccc(OCc2nc3ccccc3n2CCOc2ccc(C)cc2)c1	8%[10.9 µM]	5%	-22%	?
COc1ccc(NC(=O)c2sc3nc(C)c(C(=O)Nc4ccc(C)cc4C)c(-c4ccc(C)o4)c3c2N)cc1	11%[10.9 µM]	14%	1%	?
Cc1nn2cnc3sc4c(c3c2nc1=O)CCCC4	.	2%	10%	.
Cc1csc(NC(=O)C2CCCN2C(=O)Oc2ccccc2)n1 (configuration not stated)	-8%	3%	7%	0.5%
O=C(COc1ccccc1)Nc1nc(-c2cccs2)cs1	-8%	-3%	-25%	?
COc1ccc(NC(=O)NC(C(F)(F)F)C(F)(F)F)cc1	-16%	-3%	6%	0.2%
CN(C)c1ccc(CN(Cc2ccco2)C(=O)c2ccc(F)cc2)cc1	-7%[10.9 µM]	10%	8%	?
CCc1ccc(NC(=O)c2sc3nc(C)c(Cl)c(C)c3c2N)cc1	-5%[10.9 µM]	-16%	?	-3.6%
CCCNC(=O)c1ccccc1NC(=O)c1nsc2ccccc12	-8%[10.9 µM]	-11%	18%	-2.1%
CCOc1ccc(NC(C)=O)cc1	-8%	-19%[1.84 µM]	-10%	-1.1%
OC(COc1ccc2ccccc2c1)Cn1cncn1 (configuration not stated)	.	-4%	4%	.
CCCCS(=O)(=O)Nc1ccc2ncn(C)c(=O)c2c1	-4%	0%	4%	-0.9%
CCOC(=O)c1ccccc1NC(=O)c1cc2ccc3cccnc3c2[nH]1	23%[10.9 µM]	-7%	-29%	?
Cc1nnc(SCCCn2c(N3CCCCC3)nc3c2c(=O)[nH]c(=O)n3C)s1	-12%	9%	3%	-3.5%
Cc1onc(-c2ccccc2Cl)c1C(=O)Nc1ccc(-c2nnc3n2CCCCC3)cc1	-15%	4%	5%	-0.5%
COc1cc(C)c(C(N)=O)c(OC)n1	-5%	-2%	0%	1.6%
O=C1C(C=NCc2ccccn2)=C(O)c2ccccc21	-51%[inhibitor]	-11%	-23%	0.2%
O=C(NCCCCNC(=O)C1CCCC1)C1CCCC1	-8%	3%	1%	0.3%
C=CCSC1=C(C#N)C(c2ccccc2C)CC(=O)N1 (configuration not stated)	-4%	-5%	1%	-0.9%
Cc1ccc(NC(=O)C2CCC(CNS(=O)(=O)c3cccc4nsnc34)CC2)c(Cl)c1 (configuration not stated)	-7%[10.9 µM]	6%	-8%	1.1%
Cc1ccc(C)c(N(CC(=O)NC2CCCCC2)C(=O)CCC(=O)Nc2ccccn2)c1	-3%	6%	1%	-0.7%
CCN(CC)S(=O)(=O)c1ccc(Cl)c(C(=O)Oc2cccnc2)c1	.	-5%	57%[activator]	22%
CCN(CC)CCNC(=O)CCc1nn(C)c(=O)c2ccccc12	-12%	0%	2%	0.2%
Nc1n[nH]c(-c2ccccc2)c1-c1ccccc1	-4%	8%	0%	?
Cc1ccc2oc(-c3cc(NC(=O)/C=C/c4ccco4)ccc3Cl)nc2c1	-7%[10.9 µM]	7%	-10%	?
COc1cccc2cc(C(=O)N(C)C)c(=O)oc12	17%	4%	0%	1.3%
Cc1nnc(C)n1/N=C/c1cc(Br)ccc1O	.	1%	-1%	.
CCn1c(SC)nc2c(c1=O)SC(C)C2 (configuration not stated)	-5%	-8%	2%	-1.9%
O=C(NC(=S)NNC(=O)c1ccccc1[N+](=O)[O-])c1ccccc1	.	-2%	-11%	.
CCOc1cc(C2CC(=O)Nc3cc(C)c(C)cc32)ccc1O (configuration not stated)	?	-2%	-9%	-3.0%
O=C(Nc1cc(=O)[nH]c2ncnn12)c1ccccc1Cl	-42%[inhibitor]	5%	9%	12%
CCOCCCNc1nc2ccccc2[nH]1	0%	1%	1%	-4.4%
COc1ccc(C)cc1S(=O)(=O)NC1CCCCC1C (configuration not stated)	-21%	9%	1%	0.1%
CCOC(=O)N1CCN(CC(O)COc2c(OC)cccc2OC)CC1 (configuration not stated)	-9%	18%	0%	-0.7%
O=c1c(-c2cc(F)cc(F)c2)nc2cncnc2n1Cc1ccccc1Cl	-11%	1%	-20%	2.2%[11.4 µM]
COc1ccc2nc(NC(=O)Cc3ccc(OC)c(S(=O)(=O)N4CCOCC4)c3)sc2c1	-17%	2%	-20%	?
O=C(c1cc(NC(=O)C23CC4CC(CC(C4)C2)C3)cc(NC(=O)C23CC4CC(CC(C4)C2)C3)c1)N1CCCCC1	.	?	0%	.
Cc1cc2c(cc1C)NC(CC(=O)NCc1ccccc1)C(=O)N2 (configuration not stated)	.	6%	0%	.
Cc1cccc(C)c1NC(=O)CCCn1c(=O)c2cccn2c2ccccc21	-18%[10.9 µM]	-24%	?	?
COc1ccc(CC(=O)NCc2ccc3c(c2)CCN3C(C)=O)cc1	-14%[10.9 µM]	0%	-7%	0.4%

Following part:
smiles	Peg3 imprint	p53ts 32C tox	p53ts 39C tox	IkB sig inh
O=C(Nn1cnnc1)c1csc2ccccc12	-23%	8%	0%	7.0%
O=C(O)COc1cccc(NC(=O)c2ccccc2)c1	-69%[inhibitor]	-11%	-9%	6.3%
CCC(C)(C)NC(=O)C(OC(=O)c1ccco1)c1ccccc1OC (configuration not stated)	6%	1%	-8%	0.8%
Cc1ccc(NC(=O)CCN2C(=O)CSC2=O)cc1	.	0%	2%	.
COCCn1c(=O)c(-c2ccc(F)cc2)nc2cncnc21	.	-7%	4%	0.7%[11.4 µM]
COc1cc(-c2nnc(COC(=O)C3c4ccccc4Oc4ccccc43)o2)cc(OC)c1OC	-17%	5%	-4%	4.5%
CCOc1ccc(C(=O)NCCc2csc(-c3ccc(C(F)(F)F)cc3)n2)cc1OCC	-8%[10.9 µM]	-2%	-18%	-1.1%
COc1ccc(NC(=O)CSc2nnc(NC(=O)Nc3ccccc3)s2)c(OC)c1	-27%[10.9 µM]	-3%	-31%	-2.0%
CCN1C(=O)C(CC(=O)N2CCN(C(c3ccccc3)c3ccccc3)CC2)N(CC)C1=O (configuration not stated)	-40%[inhibitor]	3%	10%	2.5%
CCN(Cc1ccccc1)C(c1cc2cc(C)cc(C)c2[nH]c1=O)c1nnnn1CCOC (configuration not stated)	.	-10%	-7%	6.8%
COc1ccc(N/N=C(\C#N)C(N)=O)cc1	.	-11%	-8%	.
CCOc1ccc(NC(=O)c2ccc(CN3C(=O)C(C)=C(c4ccc(C)cc4)S3(=O)=O)cc2)cc1	-12%[10.9 µM]	6%	-7%	-2.2%
CC(C)c1nnc(NC(=O)CN2C(=O)c3ccccc3C2=O)s1	.	-2%	12%	.
Cc1onc(-c2c(F)cccc2Cl)c1C(=O)Nc1cccc(Cn2cccn2)c1	-20%	4%	8%	4.0%
O=C(c1ccccc1Cl)N1c2ncnn2C2(CCCCC2)[C@@H]2CCCC[C@@H]21	28%[10.9 µM]	0%	-21%	0.2%
O=C1CCC(=O)N1CCC(c1ccc(F)cc1)c1ccco1 (configuration not stated)	-11%	10%	12%	3.9%
CCOC(=O)C1CCN(Cc2ccc(F)cc2)CC1	3%	5%	14%	-1.4%
CC(=O)OC(C(=O)NC1CCCCC1)c1ccccc1 (configuration not stated)	-6%	-4%	-1%	1.8%
CCc1cccc(CC)c1NC(=O)CCS(=O)(=O)c1ccc(Br)cc1	11%[10.9 µM]	2%	-5%	2.2%
O=C(c1cnccn1)N1CCC2(CC1)CN(c1ccncc1)C2	.	-12%	1%	-2.6%[11.4 µM]
COCc1cc(C)nc(Nc2ccc(C)c(C)c2)c1C#N	-4%	2%	10%	0.6%
Cc1ccc(C(=O)C2=C(O)C(=O)N(CCCN3CCOCC3)C23C(=O)N(C)c2ccccc23)o1 (configuration not stated)	5%	-2%	6%	1.8%
CCCCN(CC)CCCNC(=O)c1cc2cc3ccc(OC)cc3nc2o1	-7%	-12%	-14%	4.4%
COc1cc(NC(=O)C2CC(c3cccc(OC)c3OC)=NO2)cc(OC)c1OC (configuration not stated)	-15%	-3%	-23%	0.4%
Cc1ccc(NC(=O)c2cc(N(C)C)ccc2[P+](=O)O)cc1	-5%	-13%	-16%	-2.5%
CCOc1ccccc1-c1nc2c([nH]1)c(=O)n(C)c(=O)n2C	4%	-7%	-1%	-4.1%
COc1ccc2oc(C(=O)OCC(=O)c3ccc4c(c3)OCCO4)c(C)c2c1	?	0%	0%	0.4%
Cc1nn(-c2ccccc2)c2sc(C(=O)C(C#N)c3ccccn3)cc12 (configuration not stated)	-2%	-6%	4%	-0.1%
COc1ccc(N(CC(=O)Nc2cc(Cl)ccc2C)S(=O)(=O)c2c(C)noc2C)cc1	-14%[10.9 µM]	12%	-27%	2.0%
O=C(C1CC1)N1CCc2cc(Br)cc(S(=O)(=O)N3CCN(c4cccc(C(F)(F)F)c4)CC3)c21	-9%[10.9 µM]	-2%	12%	-2.1%
CCCN(CCC)C(=O)CSc1nnc2cc(C)c3ccccc3n12	-2%[10.9 µM]	2%	1%	?
Cc1cccc(CNC(=O)Cn2nc(C)c3nn(-c4ccc(Cl)cc4)c(C)c3c2=O)c1	-1%[10.9 µM]	-4%	38%[activator]	?
OB(O)O	3%	0%[1.84 µM]	11%	2.6%
COc1ccc(C(=O)c2oc3ccccc3c2NC(=O)c2cccc(OC)c2)cc1	-10%[10.9 µM]	10%	5%	-4.4%
CCSc1ncc(Cl)c(C(=O)Nc2ccc(S(=O)(=O)Nc3ncccn3)cc2)n1	7%[10.9 µM]	2%	9%	-0.9%
COc1cc(OC)c(NC(=O)C(C)n2nc(-c3ccc(C)c(C)c3)ccc2=O)cc1Cl (configuration not stated)	-9%[10.9 µM]	-4%	-4%	?

Reformatted field by field: part of the list above
smiles: Cc1nn(-c2ccccc2)c2sc(C(=O)C(C#N)c3ccccn3)cc12 (configuration not stated)
  Peg3 imprint = -2% | p53ts 32C tox = -6% | p53ts 39C tox = 4% | IkB sig inh = -0.1%
smiles: COc1ccc(N(CC(=O)Nc2cc(Cl)ccc2C)S(=O)(=O)c2c(C)noc2C)cc1
  Peg3 imprint = -14%[10.9 µM] | p53ts 32C tox = 12% | p53ts 39C tox = -27% | IkB sig inh = 2.0%
